Bioassay records as filed in PubChem BioAssay.
EPAC2 agonist: qHTS for Agonist of cAMP-regulated guanine nucleotide exchange factor 4 (EPAC2): primary screen; hit rate 0.079% among 360,000; EPAC2 activation, biochemical qHTS; response scale: 100% = 6.5 mM cAMP response; Potency, µM (highest dose often 154 µM), for inactives: top-dose activation, hits mostly activators; Rap guanine nucleotide exchange factor 4 (Homo sapiens), Q8WZA2; further: potency means the concentration at half of the fitted maximal effect; nearly all actives have a fitted effect of over 50% in size
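Readout is BODIPY fluorescence (480 nm excitation, 540 nm emission), which falls as labeled GDP is exchanged off Rap1B. EPAC2 at 100 nM acted on 250 nM RAP1B-BODIPY-GDP with 50 uM GDP present.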
EPAC1 antagonist: qHTS for Antagonist of cAMP-regulated guanine nucleotide exchange factor 3 (EPAC1): primary screen. Rap guanine nucleotide exchange factor 3 (Homo sapiens), O95398. EPAC1 GEF assay, Rap1b-BODIPY-GDP exchange fluorescence. Potency, µM (series often up to 115 µM), without a hit: at the highest dose activity change, negative = inhibition, actives largely listed as inhibitors. hit rate 0.14% among 360,000;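 further: potency means the concentration at half of the fitted maximal effect; plate controls were vehicle for no effect and positive control for full effect; nearly all actives have a fitted effect of over 50% in size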
EPAC1 ag: qHTS for Agonist of cAMP-regulated guanine nucleotide exchange factor 3 (EPAC1): primary screen | Rap guanine nucleotide exchange factor 3 (Homo sapiens), O95398 | EPAC1 agonist qHTS, biochemical assay; response scale: 100% = response to 6.5 mM cAMP | Potency, µM (doses to about 154 µM), for the others: top-dose activation, actives largely listed as activators | hit rate 0.073% among 360,000 | AID 720707, 2013; further: potency means the concentration at half of the fitted maximal effect; nearly all actives have a fitted effect of over 60% in size
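Compounds were pinned as a concentration titration into mixtures of EPAC1 (100 nM), BODIPY-GDP-loaded Rap1B (250 nM) and GDP (50 uM). After 5 min at room temperature, fluorescence was followed for 30 min; activity was scaled to 6.5 mM cAMP.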
WRN helicase inh: qHTS for Inhibitors of WRN Helicase. Potency, µM (titrated, usually from 114 µM), without a hit: at the top dose activity change, negative = inhibition, hits mostly inhibitors. hit rate 0.46% among 360,000. WRN helicase unwinding, fluorescent forked duplex, kinetic. Bifunctional 3'-5' exonuclease/ATP-dependent helicase WRN (Homo sapiens), Q14191; further: potency means the concentration at half of the fitted maximal effect; on the % scale 0 is the no-effect control and ±100 the full control effect; nearly all actives have a fitted effect of over 55% in size
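WRN at 20 nM final preincubated with compound 15 min at room temperature; reaction started with 100 nM fluorophore/quencher forked duplex oligonucleotide and 2 mM ATP final. Unwinding followed kinetically by red fluorescence (ex 525, em 598 nm).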
PLK1 PBD inh: qHTS for Inhibitors of PLK1-PDB (polo-like kinase 1 - polo-box domain): Primary Screen | Serine/threonine-protein kinase PLK1 (Homo sapiens), P53350 | Plk1 PBD binding of FITC phosphopeptide, fluorescence polarization | Potency, µM, for the others: max response, negative = inhibition, usual class: inhibitors | hit rate 2.8% among 360,000; further: potency means the concentration at half of the fitted maximal effect; series mostly up to about 57 µM; on the % scale 0 is the no-effect control and ±100 the full control effect; nearly all actives have a fitted effect of over 65% in size
Target sequence (P53350 whole entry, looked up, the tested form may be a part): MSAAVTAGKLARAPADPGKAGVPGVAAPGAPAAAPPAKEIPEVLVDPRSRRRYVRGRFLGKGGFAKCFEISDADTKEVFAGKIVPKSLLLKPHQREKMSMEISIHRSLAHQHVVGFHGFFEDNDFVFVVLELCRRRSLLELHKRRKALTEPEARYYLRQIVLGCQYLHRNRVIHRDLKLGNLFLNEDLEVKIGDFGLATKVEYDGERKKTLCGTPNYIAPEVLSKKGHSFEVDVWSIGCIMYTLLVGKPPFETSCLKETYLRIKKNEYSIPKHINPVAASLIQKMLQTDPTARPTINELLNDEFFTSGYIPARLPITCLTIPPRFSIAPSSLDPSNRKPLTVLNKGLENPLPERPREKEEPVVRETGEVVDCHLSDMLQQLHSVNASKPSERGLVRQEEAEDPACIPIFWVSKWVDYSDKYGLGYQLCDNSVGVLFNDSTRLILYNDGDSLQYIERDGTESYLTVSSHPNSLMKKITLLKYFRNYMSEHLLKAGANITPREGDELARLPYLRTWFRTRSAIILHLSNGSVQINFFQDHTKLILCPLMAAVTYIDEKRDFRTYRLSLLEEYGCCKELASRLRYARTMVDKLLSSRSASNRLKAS
PI5P4Ka inh: qHTS for Inhibitors of phosphatidylinositol 5-phosphate 4-kinase (PI5P4K); Phosphatidylinositol 5-phosphate 4-kinase type-2 alpha (Homo sapiens), P48426; PI5P4Kalpha enzyme, ADP-Glo luminescence, 60 min; hits give low values; max response, %; hit rate 1.2% among 330,000; AID 652105, 2013; active means max response of -50% or lower; inconclusive means between -30% and -50%; inactive means -30% or higher; further: value at the top dose of about 77 µM; on the % scale 0 is the no-effect control and ±100 the full control effect
Target sequence (P48426 whole entry, looked up): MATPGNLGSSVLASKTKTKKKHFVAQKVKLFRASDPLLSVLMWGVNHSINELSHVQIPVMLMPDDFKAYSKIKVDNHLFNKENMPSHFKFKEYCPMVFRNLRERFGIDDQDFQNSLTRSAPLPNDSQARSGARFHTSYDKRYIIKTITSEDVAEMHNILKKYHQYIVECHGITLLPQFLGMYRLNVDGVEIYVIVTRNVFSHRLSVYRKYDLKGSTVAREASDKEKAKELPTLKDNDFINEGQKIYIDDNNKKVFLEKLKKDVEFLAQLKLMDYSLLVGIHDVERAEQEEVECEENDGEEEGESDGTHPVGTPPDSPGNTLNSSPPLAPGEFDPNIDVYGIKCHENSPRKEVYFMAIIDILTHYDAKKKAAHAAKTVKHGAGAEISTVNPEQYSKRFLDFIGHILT
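Controls without substrate or without enzyme flank wells where PI5P4Kalpha converts substrate using 5 microM ATP (final). Incubation lasts 60 minutes at room temperature; ADP formed is read by ADP-Glo luminescence.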
CCT modulator: High-Throughput Screening for Modulators of Cytosolic Chaperonin Activity; AID 651819, 2012; purified chaperonin ATPase assay, HTRF ADP detection, 30 min; activity change, % (no concentration beside the values), hits read low; hit rate 0.3% among 360,000; in the data active means activity change below about -30%; further: on the % scale 0 is the no-effect control and ±100 the full control effect
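First, chaperonin was dispensed at 40 nM or 20 nM final depending on batch activity. Next, compounds were pinned at 76 uM and ATP added at 10 uM. After 30 min at 37 °C, ADP detection reagents ran 30 min at ambient temperature.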
IL2 activator: qHTS of IL-2 Activators; activation, % (series mostly up to about 46 µM); hit rate 0.065% among 360,000; AID 652025, 2013; IL-2 activation reporter assay, cell-based qHTS; stimulated with anti-CD3/CD4/CD28 beads; in transgenic mouse T cells; in the data active means activation above about 50%; inconclusive means mostly about 30% to 49%; further: 0% is about no effect
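Quantitative HTS in unstimulated transgenic mouse T cells, with memory T cells as non-tolerant control and PMA/ionomycin as tolerance-bypass control. Compound pretreatment lasted 60 minutes before 18 h bead stimulation; EGFP/DsRed fluorescence read.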
* hit, by the source's call; ? = inconclusive; . = not tested or not shown; [ ] = another dose, or the depositor's remark. Unless noted, the call rests on the fitted dose curve; in most records, active means well fitted curve in the direction sought with a large enough effect; inconclusive means small, poorly fitted or top-dose-only effect, or another doubt; inactive means no such curve, though single readings can be large; an effect the other way counts as inactive or inconclusive.

Values run as follows: EPAC2 agonist, EPAC1 antagonist, EPAC1 ag, WRN helicase inh, PLK1 PBD inh, PI5P4Ka inh, CCT modulator, IL2 activator
1: O=C(NCc1ccc2c(c1)CCO2)Nc1ccccc1
 : 4%, -10%, -6%, 7%, -4%, 2, 1.5, -1.8
2: CCc1cccc(NC(=O)c2ccc(Cn3nc(C)cc3C)o2)c1
 : -6%, ?, -12%, 15%, -5%, 7, 0.6, 0.3
3: O=C(Nc1ccccc1Cl)c1ccccc1
 : 3%, -3%, 4%, ?, 10%, 2, 0.7, -4.3
4: CCC1CCC(C(=O)NC(C(=O)NCCCN2CCCCC2C)C(C)C)CC1 (stereo not drawn)
 : 9%, -12%, 3%, 6%, -15%, 0, -1.7, -0.3
5: COc1ccc(OCC(=O)N/N=C/c2ccsc2)cc1
 : -3%, -3%, 2%, -4%, -1%, -1, 1.3, 0.6
6: CCN(CC(=O)Nc1ccc(NC(C)=O)cc1)C(=O)CCCN1C(=O)c2ccccc2C1=O
 : 0%, 9%, -10%, 5%, 1%, -3, 0.7, 0.1
7: Cc1cc(C)n(-c2cc(N3CCN(S(=O)(=O)c4ccc(Br)cc4)CC3)ccc2[N+](=O)[O-])n1
 : 7%, 3%, 12%, -4%, 2%, -5, -1.5, -3.6
8: COc1ccc(CC(=O)Nc2c(C(=O)N3CCN(c4ccccc4OC)CC3)oc3ccccc23)cc1OC
 : 7%, ?, 4%, -10%, 2%, 5, 0.6, -2.2
9: CCCc1ccc2c(N)c(C#N)sc2n1
 : 1%, 12%, -6%, -11%, -2%, ., -3.9, -0.3
10: COCCn1c(C)cc(/C=C2/NC(=O)N(c3ccc(Cl)cc3)C2=O)c1C
 : 0%, 13%, 11%, -25%[57.1 µM], -1%, -2, 0.6, 0.0
11: CC1=CC(C)(C(Cl)Cl)C(C)=CC1=O (stereo not drawn)
 : 4%, -3%, 4%, -3%, -7%, ., 1.0, -3.0
12: CC(C)(C)OC(=O)C[C@@H]1C/C=C\C[C@@H](CC(=O)N[C@@H](CO)Cc2ccccc2)C(=O)N2CCC[C@@H]2COC1=O
 : 3%, 18%, -20%, -1%, -2%, 2, -2.0, 0.9
13: Cc1ccc(C)c(SCC(=O)OCC(=O)Nc2ncc(C(F)(F)F)cc2Cl)c1
 : 7%, -4%, -16%, -34%[57.1 µM], ?, 0, 0.6, -3.3
14: Cc1cccc(NC(=S)NC(=O)c2ccc(-c3ccccc3)cc2)n1
 : 13%, -4%, 11%, -1%, -8%, 12, -2.5, -0.6
15: COc1cc(/C=N/NS(=O)(=O)c2ccc(C)c([N+](=O)[O-])c2)cc([N+](=O)[O-])c1O
 : 6%, -8%, -1%, -19%, -5%, ?, -7.4, -4.6

Next entries:
Values run as follows: EPAC2 agonist, EPAC1 antagonist, EPAC1 ag, WRN helicase inh, PLK1 PBD inh, PI5P4Ka inh, CCT modulator, IL2 activator
16: CCc1cc(=O)oc2cc(OCC=C(C)C)ccc12
 : 12%, -12%, 3%, -7%, -9%, -2, 1.5, 2.6
17: Cc1cc(C)n(CC(O)COc2ccccc2[N+](=O)[O-])n1 (stereo not drawn)
 : -1%, 4%, -1%, 4%, 0%, 2, 1.3, -0.3
18: CC1(CNC(=O)C(=O)NCC2(C)CO2)CO1 (stereo not drawn)
 : 7%, -21%, 11%, -3%, -1%, -4, 0.9, 0.9
19: O=S1(=O)CC(N2CCN(CCO)CC2)CN1Cc1cn(Cc2cccc(C(F)(F)F)c2)nn1 (stereo not drawn)
 : -1%, 2%, 6%, -2%, -6%, 5, -1.1, -0.3
20: CCN(CC(=O)Nc1ccccc1C(F)(F)F)C(=O)Cc1cccs1
 : 4%, -24%, 9%, -2%, -3%, 2, -0.2, 0.6
21: CCN1CCC2(CC1)N=C(c1ccc(F)cc1)C(=S)N2C(=O)c1ccc(C(C)(C)C)cc1
 : 7%, -8%, -8%, -26%, 9.5µM*, -29, 1.5, 1.1
22: CCn1cnc2sc(C(=O)O)c(C)c2c1=O
 : -13%, 11%, -5%, 6%, -27%, ?, -0.7, 1.2
23: O=C(CN1CCN(c2ccccc2)CC1)Nc1nnc(-c2ccccc2)s1
 : 8%, 7%, -1%, -13%, -1%, 0, 2.8, -2.0
24: CCOc1ccc(C(=O)N2CCC3(CC2)NCCc2[nH]cnc23)cc1OCC
 : 12%, 9%, 6%, -4%, -10%, 1, -1.4, 0.9
25: Cc1ccc([C@H]2C[C@@H](O)[C@H](n3cc(-c4ccc(F)cc4)nn3)CN2Cc2cccs2)cc1
 : 20%, ?, 7%, -3%, -7%, 4, -1.0, -2.7
26: COC(=O)c1cc(NC(=O)c2ccc(C)cc2)c(=O)oc1C
 : 3%, -12%, -1%, -6%[57.1 µM], -3%, 3, -1.6, 0.4
27: COc1cc(C2C3C(=O)N(c4ccccc4)C(=O)C3ON2c2ccccc2)ccc1O (stereo not drawn)
 : -11%, 14%, -3%, 0%, -6%, -5, 0.5, -3.7
28: CCCCN(c1ccccc1)c1ncnc(N)c1[N+](=O)[O-]
 : 8%, 17%, 8%, -7%, -1%, ., -1.0, 1.6
29: C#CCOCCOCCOCCNc1nc(N2CCN(C(=O)Cn3cc(CCCCN)nn3)CC2)nc(N2CCN(C(=O)Cn3cc(CC(C)O)nn3)CC2)n1 (stereo not drawn)
 : 2%, 17%, -12%, -1%, -6%, 2, -0.1, 3.9
30: O=C(O)/C=C\C(=O)Nc1ccc(Oc2ccc(Br)cc2)cc1
 : -4%, -1%, -3%, -4%, -3%, -21, 0.3, 0.3

The list goes on:
Values run as follows: EPAC2 agonist, EPAC1 antagonist, EPAC1 ag, WRN helicase inh, PLK1 PBD inh, PI5P4Ka inh, CCT modulator, IL2 activator
31: CCOC(=O)c1ccccc1NC(=O)CN1C(=O)c2ccccc2S1(=O)=O
 : 2%, -3%, 8%, -1%, -3%, ., -5.2, -1.5
32: COc1ccccc1NC(=O)C1=C(C)Nc2nnnn2C1c1cc(Br)ccc1OC (stereo not drawn)
 : 14%, -19%, 8%, -11%, -7%, -2, -1.8, 1.0
33: COc1ccc(C(=O)Nc2ccc(S(=O)(=O)N3CCc4ccccc43)cc2)cc1
 : 6%, -8%, 12%, -10%, -8%, -9, -3.3, -0.4
34: COc1cc(/C=C2\SC(=S)N(N3CCOCC3)C2=O)ccc1O
 : 4%, ?, 3%, -16%, ?, 2, -1.1, 2.0
35: Nc1nc(-c2ccc(Cl)cc2)nnc1-c1ccc(Br)cc1
 : 8%, 19%, -5%, 7%, 3%, 0, 0.0, 1.6
36: C#CCNC(=O)C[C@@H]1C[C@@]2(C(=O)OCC)CCC=C2N(Cc2ccc3c(c2)OCO3)C1=O
 : 2%, -24%, -9%, 4%, -5%, 1, 0.9, -0.1
37: C=CCc1cc(OC)ccc1OCCN(C)Cc1ccccc1
 : 1%, 13%, -5%, -5%, -11%, -6, -0.3, -3.9
38: O=C1c2ccccc2C(=O)N1CCCCSc1nnnn1-c1ccccc1
 : -17%, -8%, 2%, -2%, -1%, -4, -11, -0.2
39: CCCCN=CC1=C(O)CC(c2ccccc2)CC1=O (stereo not drawn)
 : 6%, -31%, 3%, 3%, -15%, 2, -2.3, 3.9
40: Cc1noc(C)c1S(=O)(=O)Nc1ccc(C(=O)NC2CCCCCC2)cc1
 : 1%, -6%, 2%, -12%, -1%, 2, -0.2, 1.9
41: O=C(CCCc1c[nH]c2ccccc12)N1CCN(c2ccc(N3CCOCC3)nn2)CC1
 : 14%, 16%, -3%, -9%, -13%, -6, -2.8, -1.6
42: CCOC(=O)c1c(C)[nH]c(C(=O)COC(=O)[C@H](C)NC(=O)c2ccccc2Cl)c1C
 : -7%, 0%, -2%, -3%, -3%, -7, -1.9, 1.4
43: Cn1c(SCC(=O)Nc2ccc(Br)cc2F)nnc1-c1ccco1
 : 2%, -13%, -4%, -13%, 1%, -1, 0.2, -2.3
44: O=C(c1cnn(-c2nc3ccccc3s2)c1)c1ccccc1O
 : 13%, -20%, 0%, -4%, -7%, 3, -0.6, -1.8
45: COc1ccc(CNC(=O)c2nnn(Cc3ccc(OC)cc3)c2N)cc1
 : 2%, -15%, -17%, 2%, -5%, 0, -0.2, -0.4
46: COC(=O)c1cc(Cl)c(NC(=O)C(C)C)cc1OC
 : 6%, -9%, 2%, 2%, -5%, -10, -1.4, -3.5
47: CCN(CC(=O)NCc1ccc(F)cc1)C(=O)COc1ccc2ccccc2c1
 : 0%, ?, -16%, 2%, -7%, 3, 1.6, -1.2

Sorted by molar mass (falling): seven of the compounds above.
Values run as follows: EPAC2 agonist, EPAC1 antagonist, EPAC1 ag, WRN helicase inh, PLK1 PBD inh, PI5P4Ka inh, CCT modulator, IL2 activator
41: O=C(CCCc1c[nH]c2ccccc12)N1CCN(c2ccc(N3CCOCC3)nn2)CC1
 : 14%, 16%, -3%, -9%, -13%, -6, -2.8, -1.6
33: COc1ccc(C(=O)Nc2ccc(S(=O)(=O)N3CCc4ccccc43)cc2)cc1
 : 6%, -8%, 12%, -10%, -8%, -9, -3.3, -0.4
38: O=C1c2ccccc2C(=O)N1CCCCSc1nnnn1-c1ccccc1
 : -17%, -8%, 2%, -2%, -1%, -4, -11, -0.2
45: COc1ccc(CNC(=O)c2nnn(Cc3ccc(OC)cc3)c2N)cc1
 : 2%, -15%, -17%, 2%, -5%, 0, -0.2, -0.4
35: Nc1nc(-c2ccc(Cl)cc2)nnc1-c1ccc(Br)cc1
 : 8%, 19%, -5%, 7%, 3%, 0, 0.0, 1.6
34: COc1cc(/C=C2\SC(=S)N(N3CCOCC3)C2=O)ccc1O
 : 4%, ?, 3%, -16%, ?, 2, -1.1, 2.0
46: COC(=O)c1cc(Cl)c(NC(=O)C(C)C)cc1OC
 : 6%, -9%, 2%, 2%, -5%, -10, -1.4, -3.5

These rows are one share of the data; count on the stated rates, not on these rows.
